# PLAP inhibition: PLAP enzyme inhibitors, biochemical, luminescence, HTS (AID 690) | 96,000 tested, 0.08% active | one-dose inhibition, % at 20 µM; IC50 in µM for titrated hits | purified PLAP, luminescent substrate; higher % means a stronger effect | Alkaline phosphatase, placental type (Homo sapiens); in the data active = a potency from the dose series; inactive = the rest, 99 in 100 with inhibition below about 30%; also: strong numbers were not always called active
# IL1B NFkB pot: enhancers of NFkB p65 translocation in HUVEC – imaging, IL-1B stimulus, high-content imaging, primary screen; HUVEC IL-1B NFkB p65 nuclear translocation imaging; 94,000 tested, 0.3% active; activation, % at 2 µM;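 active = activation above 40%, about the mean plus 3 SD, also judged a hit on visual image review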;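 also: percent activation is computed from the nuclear over cytoplasmic p65 intensity ratio; values of inactives mirror those of a sister screen read the other way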
# NFkB transloc inh: inhibitors of IL-1B driven NFkB p65 nuclear import, primary screen, imaging, HUVEC, IL-1B stimulus, high-content imaging; inhibition, % at 2 µM; HUVEC IL-1B NFkB p65 nuclear translocation imaging; 94,000 tested, 0.43% active;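 active = inhibition above about 30% together with a positive call from visual inspection of the well image, limit read from the data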;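 also: nuclear over cytoplasmic p65 intensity ratio measured by imaging; 0% = IL-1B stimulated DMSO wells and 100% = unstimulated DMSO wells; values of inactives mirror those of a sister screen read the other way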
# Bcl-B TR3 displacers: displacers of TR3 peptide from Bcl-B, primary screen, selectivity assay for Bfl-1 inhibitor project, biochemical, fluorescence polarization. 96,000 tested, 0.11% active. Bcl-2-like protein 10 (Homo sapiens). one-dose displacement, % at 20 µM; IC50 in µM for titrated hits. FP displacement of FITC-TR3 peptide from Bcl-B; higher % means a stronger effect;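 active = displacement above 50% at 20 µM plus a fluorescence interference ratio under 1.5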;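 also: plate controls were wells without compound for no effect and wells lacking Bcl-B protein for full effect; a part of the inactive calls stands beside numbers as strong as those of hits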
# MRP reversal: reversal of MRP1-mediated doxorubicin resistance, primary screen, H69AR cells, doxorubicin co-treatment | differential viability (reversal), % at 10 µM | 85,000 tested, 0.04% active | H69AR cells + 2 uM doxorubicin, CellTiter-Glo, 72 h;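 active = viability drop by adding the cancer drug above about 55%, with treated viability meeting a 40% cutoff, limit read from the data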;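 also: viability without doxorubicin minus viability with 2 µM doxorubicin for each compound; larger differential means the compound sensitizes cells more to doxorubicin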
# MRP reversal cytotoxicity: second read-out of MRP reversal, no call of its own (marks repeat the call); viability, %; H69AR cells, CellTiter-Glo, 72 h; measured here: cytotoxicity without doxorubicin
# MRP reversal with doxorubicin: second read-out of MRP reversal, no call of its own (marks repeat the call); viability, %; measured here: viability with 2 uM doxorubicin; active compounds read low
# NFkB transloc inh cell count 2 µM: second read-out of NFkB transloc inh, no call of its own (marks repeat the call); cell count; measured here: cells passing quality filter;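 raw number of nuclei counted in each imaged well without normalization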
# IL1B NFkB pot cell count 2 µM: second read-out of IL1B NFkB pot, no call of its own (marks repeat the call); cell count; measured here: cells passing quality filter
# The depositor's hits bear a star; nt = not tested or not shown.
SMILES	MRP reversal	MRP reversal cytotoxicity	NFkB transloc inh	PLAP inhibition	NFkB transloc inh cell count 2 µM	Bcl-B TR3 displacers	IL1B NFkB pot cell count 2 µM	MRP reversal with doxorubicin	IL1B NFkB pot
COc1ccccc1C(c1nnnn1C(C)(C)C)N1CCN(C(=O)c2ccco2)CC1 (configuration not stated)	-16	87	-25	-65%	150	4%	150	103	25
CCC(CC)C(=O)Nc1cccc(C(=O)NCc2ccco2)c1	8	87	-17	-12%	190	0%	190	78	17
O=C(CN1CCN(c2ccccc2)CC1)N1CCN(c2ccccc2)CC1	-2	103	3	-61%	196	-1%	196	104	-3
CC(C)CC(NC(=O)C(CC(C)C)NC(=O)OC(C)(C)C)C(N)=O (configuration not stated)	-3	100	-1	nt	87	nt	87	103	1
O=C(/C=C/c1ccco1)NC(=S)Nc1ccc(Cl)cn1	-5	102	-12	-2%	205	-6%	205	107	12
CSc1ccccc1NC(=O)c1onc(C)c1Cl	-8	96	-11	28%	192	-12%	192	104	11
O=C(NC(=S)Nc1ccccc1Cl)c1csnn1	nt	nt	-9	-10%	160	-8%	160	nt	9
O=C(CCc1ccc(S(=O)(=O)N2CCOCC2)cc1)NCCc1ccccn1	4	90	-5	-5%	115	-10%	115	86	5
C=CCN1C(=O)/C(=C2/Sc3ccccc3N2CCCS(=O)(=O)O)SC1=S	-19	99	0	-19%	123	5%	123	118	0
Cc1ccc(-c2csc(N3N=C(c4ccccc4)/C(=C\c4ccc(N(C)C)cc4)C3=O)n2)cc1	-11	91	4	21%	140	-2%	140	102	-4
O=S1(=O)CCC(S(=O)(=O)N2CCCCCC2)C1 (configuration not stated)	-11	88	-19	nt	176	nt	176	99	19
CCOc1ccc(C2CC(c3ccc(F)cc3)Nc3nc(N)nn32)cc1 (configuration not stated)	9	89	nt	-34%	nt	-1%	nt	81	nt

SMILES	MRP reversal	MRP reversal cytotoxicity	NFkB transloc inh	PLAP inhibition	NFkB transloc inh cell count 2 µM	Bcl-B TR3 displacers	IL1B NFkB pot cell count 2 µM	MRP reversal with doxorubicin	IL1B NFkB pot
CCS(=O)(=O)c1ccc(O)c(N2C(=O)C3C4C=CC(C4)C3C2=O)c1 (configuration not stated)	-7	88	-30	-12%	188	5%	188	95	30
O=C(c1c(Cl)nc2sccn12)N1CCCc2ccccc21	-10	84	nt	-8%	nt	2%	nt	94	nt
COC(=O)c1ccc(NC(=O)c2ccc3c(c2)OCO3)cc1	15	79	-4	11%	145	5%	145	64	4
O=C(COc1ccccc1)NC1CCN(Cc2ccccc2)CC1	6	98	-11	-16%	125	-7%	125	92	11
Cc1[nH]n(-c2ccccc2)c(=O)c1S(=O)(=O)c1ccccc1	-1	98	1	-21%	121	-33%	121	98	-1
COc1cccc(C2NC(CC(C)C)(C(=O)O)C3C(=O)N(Cc4ccccc4)C(=O)C23)c1O (configuration not stated)	3	89	nt	-20%	nt	1%	nt	86	nt
CC(CN1CCCCC1)OC(=O)c1ccccc1Cl (configuration not stated)	-14	86	-19	-14%	88	3%	88	100	19
COc1ccc(C2C(C(=O)NCC3CCCO3)CCC(=O)N2c2ccc3c(c2)OCO3)cc1 (configuration not stated)	10	90	nt	-66%	nt	-2%	nt	80	nt
O=c1c2ccccc2ncn1CCCSc1ccccc1	nt	nt	-4	14%	182	0%	182	nt	4
CCCC(=O)Nc1nnc(-c2ccc(Cl)s2)o1	0	82	nt	15%	nt	0%	nt	83	nt
COc1ccc(C(=O)Oc2cc(/C=N/NS(=O)(=O)c3ccc(C)cc3)ccc2OC)cc1	nt	nt	-13	7%	136	-4%	136	nt	13
COc1ccccc1CNC(=O)C(C)NS(=O)(=O)c1ccc(C)cc1 (configuration not stated)	21	91	-9	12%	134	2%	134	70	9

SMILES	MRP reversal	MRP reversal cytotoxicity	NFkB transloc inh	PLAP inhibition	NFkB transloc inh cell count 2 µM	Bcl-B TR3 displacers	IL1B NFkB pot cell count 2 µM	MRP reversal with doxorubicin	IL1B NFkB pot
COc1ccc(-c2c3c(nc4sc(C(=O)Nc5cc(C)on5)c(N)c24)CCC3)cc1	-16	54	-6	-82%	157	-6%	157	70	6
COCCCn1c(SCC(=O)Nc2nnc(C)s2)nnc1-c1ccoc1C	-23	97	5	-14%	202	0%	202	120	-5
COc1ccc(-c2nc3ccccc3c(=O)n2N)cc1	nt	nt	14	14%	134	-12%	134	nt	-14
Cc1ccc(NC(=O)C2(c3ccccc3)CC2(Cl)Cl)cc1C (configuration not stated)	nt	nt	-3	-10%	169	3%	169	nt	3
COc1cccc(C2=Nn3c(nnc3-c3ccccc3O)SC2)c1	-18	40	-8	-37%	123	7%	123	58	9
COc1ccccc1Cn1nnc2c(=O)[nH]c(C3CCN(C(=O)c4ccccc4Cl)CC3)nc21	28	66	-10	-47%	122	-7%	122	39	10
Cc1ccccc1C(=O)N1CCC(C(N)=O)CC1	-4	91	-25	-36%	171	0%	171	95	25
Cc1ccc(C(C)C)c(OCCNC(=O)c2cncc(Br)c2)c1	nt	nt	nt	4%	nt	8%	nt	nt	nt
Cc1cc(Nc2ccccc2Cl)n2nnnc2n1	nt	nt	-32	14%	161	-8%	161	nt	33
O=C1OC(c2ccc(Cl)cc2)/C(=C(/O)c2ccccc2)C1=O (configuration not stated)	-3	97	9	-12%	156	0%	156	100	-9
COc1ccc(/C(O)=C2/C(=O)C(=O)N(c3ncccn3)C2c2ccc(OC)c(OC)c2)cc1 (configuration not stated)	-15	90	nt	-30%	nt	3%	nt	104	nt
COC(=O)c1n[nH]c2ccccc12	2	89	nt	-2%	nt	5%	nt	87	nt

SMILES	MRP reversal	MRP reversal cytotoxicity	NFkB transloc inh	PLAP inhibition	NFkB transloc inh cell count 2 µM	Bcl-B TR3 displacers	IL1B NFkB pot cell count 2 µM	MRP reversal with doxorubicin	IL1B NFkB pot
CSc1nc(NCc2ccco2)c2c3c(sc2n1)CN(C)CC3	20	61	-19	nt	147	0%	147	42	19
CCOC(=O)N1CCN(C(=O)CSCc2ccc(Cl)cc2)CC1	nt	nt	-1	nt	188	-4%	188	nt	1
O=C(c1ccc(Cl)cc1)N1CCC(O)(CSc2ccc(Cl)cc2)CC1	nt	nt	nt	-35%	nt	4%	nt	nt	nt
Cc1ccc(NC(=O)CCSc2nnnn2-c2ccc3c(c2)OCO3)cc1C	14	98	3	-23%	163	-2%	163	84	-3
Cc1c(C(=O)N2CCN(c3ccccc3F)CC2)sc2nc(-c3ccccc3)cn12	3	93	4	7%	111	-10%	111	90	-4
Cc1cc(=O)n(CCO)c(O)c1C#N	-5	95	-3	-8%	147	-5%	147	100	3
O=C1CN=C(Nc2ccc(Cl)cc2)N1c1ccccc1	-3	100	-6	-3%	167	-3%	167	104	6
O=C(c1ccc(S(=O)(=O)N2CCCCC2)cc1)c1nnc(-c2ccc(Cl)cc2)o1	0	53	-6	-6%	140	-4%	140	54	6
CC(C)C(OC(=O)c1ccco1)C(=O)NCc1ccccc1 (configuration not stated)	5	98	-11	15%	100	-4%	100	93	11
Cc1cc(C)n2c(SCC(=O)Nc3ncc(C(F)(F)F)cc3Cl)nnc2n1	3	98	8	-4%	96	6%	96	95	-8
Cc1ccc(N2CC(C(=O)NCC3CCCO3)CC2=O)cc1Cl (configuration not stated)	9	100	nt	2%	nt	-5%	nt	91	nt
CC1CCN(c2ncnc3c2cnn3Cc2ccc(Cl)cc2)CC1	21	93	-15	12%	174	-7%	174	72	15

SMILES	MRP reversal	MRP reversal cytotoxicity	NFkB transloc inh	PLAP inhibition	NFkB transloc inh cell count 2 µM	Bcl-B TR3 displacers	IL1B NFkB pot cell count 2 µM	MRP reversal with doxorubicin	IL1B NFkB pot
CNc1nc(C)cc(C)c1S(=O)(=O)c1ccc(C)cc1	nt	nt	-3	4%	133	-4%	133	nt	3
Cc1ccc(NC(=S)NC2CCCC2)cc1	nt	nt	-8	24%	168	0%	168	nt	8
CC1(C)CC(=O)c2cc(OCC(=O)N3CCN(c4ccccc4F)CC3)ccc2O1	nt	nt	nt	-36%	nt	10%	nt	nt	nt
COc1cccc(CNc2nc3nc4c(c(=O)n3[nH]2)CCC4)c1	nt	nt	8	6%	185	-9%	185	nt	-8
COCc1cc(=O)[nH]c2cc(NC(=O)C(C)(C)CCl)c(C)cc12	nt	nt	2	12%	119	4%	119	nt	-2
Cc1cc(C(=O)COC(=O)CN(C)S(=O)(=O)c2ccc(Cl)cc2)c(C)n1CC1CCCO1 (configuration not stated)	-7	99	-13	-73%	104	9%	104	106	13
Cc1cc(=O)oc2c(C)c(OCC(=O)N(C)C)ccc12	-20	78	2	-25%	156	-8%	156	98	-2
CCCCOc1ccc(S(=O)(=O)NC(=O)NCc2ccc(OCCC)cc2)cc1	9	97	-14	nt	118	nt	118	89	14
CCN1CCc2c(sc3c2c(NCc2ccco2)nc2nnnn23)C1	-19	64	nt	-47%	nt	114%	nt	83	nt
O=C(Nc1cnc2ccccc2c1)c1ccco1	nt	nt	14	16%	86	2%	86	nt	-14
COc1ccccc1NC(=O)C(=O)NNC(=O)c1ccco1	nt	nt	-10	-115%	118	2%	118	nt	10
Cc1ccc(-c2nnc(N3CCN(S(C)(=O)=O)CC3)c3ccccc23)cc1	2	82	-13	-56%	140	-6%	140	80	13

SMILES	MRP reversal	MRP reversal cytotoxicity	NFkB transloc inh	PLAP inhibition	NFkB transloc inh cell count 2 µM	Bcl-B TR3 displacers	IL1B NFkB pot cell count 2 µM	MRP reversal with doxorubicin	IL1B NFkB pot
CC(=O)N1CCC(N(C(=O)Nc2ccc(C)c(C)c2)C2CCCC2)CC1	-3	82	-4	-2%	131	0%	131	86	4
O=C(CCN1C(=O)C2C3C=CC(C3)C2C1=O)NCc1cccnc1 (configuration not stated)	-10	94	2	-6%	145	-2%	145	104	-2
C=CCn1c(COc2ccc(F)cc2)nnc1SCC(=O)N1CC(=O)Nc2ccccc21	19	103	-3	-21%	176	-9%	176	84	3
CCNC(=O)CSc1ncnc2sccc12	7	99	-13	-17%	208	-35%	208	91	13
O=C1COc2ccc(C(=O)NCc3ccco3)cc2N1	14	94	2	11%	125	-3%	125	80	-2
CN(C)c1nc(-c2ccccn2)nnc1-c1ccccc1	-34	53	-11	-30%	176	14%	176	88	11
Nc1nnc(CCS(=O)(=O)c2cc(Cl)ccc2Cl)s1	-6	95	-8	12%	193	10%	193	101	8
CCOc1ccc2nc(NCCNC(=O)Nc3cccc(C)c3)c(C#N)cc2c1	6	96	-8	-25%	172	-6%	172	90	8

# Compounds from the list above containing a furan ring, fused or not:
SMILES	MRP reversal	MRP reversal cytotoxicity	NFkB transloc inh	PLAP inhibition	NFkB transloc inh cell count 2 µM	Bcl-B TR3 displacers	IL1B NFkB pot cell count 2 µM	MRP reversal with doxorubicin	IL1B NFkB pot
COc1ccccc1C(c1nnnn1C(C)(C)C)N1CCN(C(=O)c2ccco2)CC1 (configuration not stated)	-16	87	-25	-65%	150	4%	150	103	25
CCC(CC)C(=O)Nc1cccc(C(=O)NCc2ccco2)c1	8	87	-17	-12%	190	0%	190	78	17
O=C(/C=C/c1ccco1)NC(=S)Nc1ccc(Cl)cn1	-5	102	-12	-2%	205	-6%	205	107	12
COCCCn1c(SCC(=O)Nc2nnc(C)s2)nnc1-c1ccoc1C	-23	97	5	-14%	202	0%	202	120	-5
CSc1nc(NCc2ccco2)c2c3c(sc2n1)CN(C)CC3	20	61	-19	nt	147	0%	147	42	19
CC(C)C(OC(=O)c1ccco1)C(=O)NCc1ccccc1 (configuration not stated)	5	98	-11	15%	100	-4%	100	93	11
CCN1CCc2c(sc3c2c(NCc2ccco2)nc2nnnn23)C1	-19	64	nt	-47%	nt	114%	nt	83	nt
O=C(Nc1cnc2ccccc2c1)c1ccco1	nt	nt	14	16%	86	2%	86	nt	-14
COc1ccccc1NC(=O)C(=O)NNC(=O)c1ccco1	nt	nt	-10	-115%	118	2%	118	nt	10
O=C1COc2ccc(C(=O)NCc3ccco3)cc2N1	14	94	2	11%	125	-3%	125	80	-2

# Compound activity: PubChem, several laboratories

# The list is partial; the hit share may differ from the screen's.
